Assay outcomes: PubChem, National Center for Advancing Translational Sciences (NCATS)
IDH1 R132H inh: blocks human mutant IDH1 R132H enzyme; O75874; IDH1-R132H enzyme, NADPH consumption, diaphorase/resazurin fluorescence; Potency, µM (highest dose often 76.6 µM), inactives show at the top dose activity change, negative = inhibition, usual class: inhibitors; 0.093% of 390,000 active; AID 602179; further: potency means the concentration at half of the fitted maximal effect; on the % scale 0 is the no-effect control and ±100 the full control effect; nearly all actives have a fitted effect of over 65% in size
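IDH1-R132H (0.5 ug/mL) preincubated 30 min with compound, then NADPH (0.016 mM) and alpha-KG (2 mM) added; 80 min at RT, pH 7.5. Remaining NADPH coupled via diaphorase/resazurin to fluorescence (540/590 nm); concentration-response curves normalized to no-enzyme control.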
Vif-APOBEC3F blk: Vif-A3F binding inhibition; Potency, µM (doses to about 46.1 µM), for the others: at the highest dose activity, negative = active; 0.2% of 390,000 active; HeLa A3F-eYFP + Vif (tagged APOBEC3F with the HIV-1 protein that degrades it), YFP fluorescence increase; further: potency means the concentration at half of the fitted maximal effect; % of control where 0% means no effect; nearly all actives have a fitted effect of over 65% in size
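Fluorescence increase (Ex 488/Em 500-530) after overnight compound treatment at 37 deg C flags inhibition of Vif-driven A3F-eYFP loss in stable HeLa A3F-eYFP/Vif cells seeded overnight beforehand.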
Vif-APOBEC3G blk: blocks the Vif interaction with human APOBEC3G; Q9HC16; HeLa A3G-eYFP + Vif (tagged APOBEC3G with the HIV-1 protein that degrades it), YFP fluorescence, overnight; Potency, µM (series often up to 46.1 µM), for inactives: at the highest dose activity, negative = active, most hits filed as inhibitors; 0.076% of 410,000 active; AID 602310;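 further: potency means the concentration at half of the fitted maximal effect; on the % scale 0 is the no-effect control and ±100 the full control effect; nearly all actives have a fitted effect of over 60% in size; hits raise eYFP signal because A3G escapes Vif-driven loss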
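HeLa cells stably expressing Vif and C-terminally eYFP-tagged A3G, seeded overnight at 37 deg C, then exposed to compound by pintool overnight at 37 deg C. Rise in yellow fluorescence (Ex 488/Em 500-530, Acumen) marks blocked Vif-driven A3G degradation.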
RGS4 inh: human RGS4 inhibition | 0.039% of 390,000 active | Potency, µM (series often up to 114 µM), inactives show at the top dose activity change, negative = inhibition, usual class: inhibitors | P49798 | Transcreener GDP fluorescence polarization, RGS4-accelerated GTP hydrolysis | AID 504845; further: potency means the concentration at half of the fitted maximal effect; on the % scale 0 is the no-effect control and ±100 the full control effect; nearly all actives have a fitted effect of over 75% in size; some results filed as inactive show a strong effect at the top dose
Target sequence (P49798 whole entry, looked up): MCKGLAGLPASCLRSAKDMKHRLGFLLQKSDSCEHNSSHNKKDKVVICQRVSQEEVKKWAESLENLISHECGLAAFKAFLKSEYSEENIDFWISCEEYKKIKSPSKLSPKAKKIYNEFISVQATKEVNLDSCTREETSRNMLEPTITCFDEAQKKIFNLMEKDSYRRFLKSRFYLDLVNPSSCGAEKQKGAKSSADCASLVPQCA
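MLSMR compounds (23 nl, pin-transferred) preincubated 10 min at room temperature with a 500nM (2x) first reagent, then RGS4 at 900nM (2x) plus Transcreener GDP mix added; fluorescence polarization (620/688 nm) read before and after 90 min at 30 °C.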
TrxR1 inh: blocks rat thioredoxin reductase 1. O89049. recombinant rTrxR1, NADPH fluorescence consumption, selenite substrate. Potency, µM (doses to about 114 µM), without a hit: at the highest dose activity change, negative = inhibition, hits mostly inhibitors. 1% of 390,000 active. AID 588453; further: potency means the concentration at half of the fitted maximal effect; on the % scale 0 is the no-effect control and ±100 the full control effect; nearly all actives have a fitted effect of over 65% in size
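Rat TrxR1 (90 nM in the dispensed reagent) was pre-reduced with 400 uM NADPH for 5 min at room temperature, then incubated with compound for 15 min. After 400 uM selenite was added, NADPH fluorescence (Ex 340/Em 450 nm) was followed for 8 min.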
USP1-UAF1 inh: USP1/UAF1 (human) deubiquitinase inhibition | O94782 | recombinant USP1/UAF1, Ub-Rhodamine cleavage fluorescence | Potency, µM (titrated, usually from 57.1 µM), inactives show at the highest dose activity change, negative = inhibition, most hits filed as inhibitors | 0.23% of 390,000 active; further: potency means the concentration at half of the fitted maximal effect; on the % scale 0 is the no-effect control and ±100 the full control effect; nearly all actives have a fitted effect of over 60% in size; inactives centre near -12
Target sequence (O94782 whole entry, looked up): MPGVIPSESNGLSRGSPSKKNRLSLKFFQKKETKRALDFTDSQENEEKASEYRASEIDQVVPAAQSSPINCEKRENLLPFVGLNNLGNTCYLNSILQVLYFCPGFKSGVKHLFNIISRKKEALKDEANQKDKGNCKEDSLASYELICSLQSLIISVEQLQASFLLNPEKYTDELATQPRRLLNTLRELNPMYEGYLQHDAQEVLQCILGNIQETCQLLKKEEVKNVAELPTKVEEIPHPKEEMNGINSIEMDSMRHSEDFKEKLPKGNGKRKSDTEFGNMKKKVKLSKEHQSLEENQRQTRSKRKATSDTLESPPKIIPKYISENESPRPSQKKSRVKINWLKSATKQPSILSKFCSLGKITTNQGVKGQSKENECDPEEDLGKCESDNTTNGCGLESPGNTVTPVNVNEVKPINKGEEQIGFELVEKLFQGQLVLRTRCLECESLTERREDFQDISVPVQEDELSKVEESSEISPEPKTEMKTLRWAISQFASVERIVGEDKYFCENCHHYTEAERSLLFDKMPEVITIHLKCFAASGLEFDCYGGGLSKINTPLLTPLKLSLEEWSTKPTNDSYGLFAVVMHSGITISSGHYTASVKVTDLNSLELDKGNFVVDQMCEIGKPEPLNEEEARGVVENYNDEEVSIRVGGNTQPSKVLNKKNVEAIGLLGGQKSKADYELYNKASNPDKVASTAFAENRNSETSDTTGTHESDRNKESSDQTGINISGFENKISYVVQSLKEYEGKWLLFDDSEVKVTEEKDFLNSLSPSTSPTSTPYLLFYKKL
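In this screen, compounds sit with the deubiquitinase complex (1nM) for 15 min at room temperature before Ub-Rho is added at 150nM final. Fluorescence rise is then followed for 6 reads every 60 seconds.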
GRP78 ERSR act: ER stress response induction in glioma. U87-MG GRP78 promoter luciferase reporter, 16 h. Potency, µM, inactives show at the top dose activation, actives largely listed as activators. 0.02% of 420,000 active. AID 602332; further: potency means the concentration at half of the fitted maximal effect; series mostly up to about 76 µM; % of control where 0% means no effect; nearly all actives have a fitted effect of over 35% in size
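ERSR induction read as luciferase luminescence (Bright-Glo, 10 min at room temperature) in stably transfected human U87-MG glioma cells exposed to compounds for 16 h, using GRP78 as sensor.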
LDHA block: blocks human lactate dehydrogenase A. P00338. purified LDHA, NADH/diaphorase-resazurin fluorescence; stronger effect = lower value. activity change, % (values are at about 110 or 230 µM). 0.15% of 480,000 active; in the data active means activity change below about -30%; inconclusive means mostly about -25% to -30%;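 further: plate controls were DMSO wells for no effect and wells without enzyme for full effect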
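LDH5 2 nM; NADH 0.06 mM, pyruvate 0.2 mM; 200 mM Tris pH 7.4, EDTA, Tween-20; 5 min RT. Detection: diaphorase 0.133 mg/mL + resazurin 37 µM, fluorescence ex540/em590 at 0 and 20 min; normalized to enzyme-free and DMSO wells.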
TrxR1 substrate: rat thioredoxin reductase 1 substrate activity. purified TrxR1 substrate turnover, NADPH consumption readout. Potency, µM (titrated, usually from 114 µM), for the others: at the highest dose activity change, negative = substrate turnover. 0.01% of 390,000 active. AID 588456; further: potency means the concentration at half of the fitted maximal effect; on the % scale 0 is the no-effect control and ±100 the full control effect; nearly all actives have a fitted effect of over 50% in size
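Rat TrxR1, dispensed at 90 nM, was prereduced with 400 uM NADPH (final) for 5 min at ~22 deg C, then incubated with compound 15 min before 400 uM selenite. A first-read NADPH fluorescence drop versus no-compound background flagged substrates.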
An asterisk follows results filed as active; ? = inconclusive; nt = not tested or not shown; [ ] = another dose, or the depositor's remark. Unless noted, the call rests on the fitted dose curve; in most records, active means well fitted curve in the direction sought with a large enough effect; inconclusive means small, poorly fitted or top-dose-only effect, or another doubt; inactive means no such curve, though single readings can be large; an effect the other way counts as inactive or inconclusive.

# | compound | TrxR1 inh | TrxR1 substrate | USP1-UAF1 inh | RGS4 inh | Vif-APOBEC3G blk | IDH1 R132H inh | Vif-APOBEC3F blk | GRP78 ERSR act | LDHA block
1 | COc1ccccc1OCC(=O)N/N=C/C=C/c1ccc([N+](=O)[O-])o1 | 7.1µM* | -3% | -19% | -33% | ? | 2% | 10µM* | -8% | 4
2 | O=C(Nc1ccc(N2CCN(C(=O)c3ccco3)CC2)c(Cl)c1)c1cc2ccccc2o1 | -1% | 15% | -9% | -7% | -11% | 35%[activator] | -4% | -7% | -7
3 | Cc1ccc(NP(=O)(Nc2ccc(C)cc2)Nc2ccc(C)cc2)cc1 | 17% | -7% | -7% | 69%[activator] | 1% | 0% | 10% | 1% | -3
4 | O=C(NCCN1CCCCC1)Nc1ccccc1Cl | 14% | 4% | -20% | 7% | -10% | -2% | 2% | -2% | -4
5 | CN(C)CCOc1ccc(C(C)(C)c2ccccc2)cc1 | 12%[57.1 µM] | 8%[57.1 µM] | -14% | -12% | -2% | 6% | 4% | -4% | -38*
6 | Cc1cc(C)c2cc(CNC3CCCC3)c(Cl)nc2c1 | 41%[activator] | 22% | -25% | 2% | 1% | 12% | -15% | -3% | -3
7 | O=S(=O)(NCC(c1ccco1)N1CCc2ccccc2C1)c1ccc(Br)cc1 (stereo not given) | 9%[57.1 µM] | 2%[57.1 µM] | -21% | 4% | -2% | -4% | -16% | -1% | -1
8 | Cc1nc2cc(NC(=O)N3CC4(C)CC3CC(C)(C)C4)ccc2n1C (stereo not given) | -7%[2.29 µM] | 4%[2.29 µM] | 2% | 20% | 2% | 7% | 0% | -3% | -1
9 | CCOc1ccccc1NC(=S)NC(=O)c1ccco1 | -7% | -3% | -25% | 5% | 2% | 0% | -6% | 15% | -14
10 | CC(C)c1ccccc1OCC(=O)NC1CCCc2ccccc21 (stereo not given) | -4% | -7% | -12% | 17% | -1% | 4% | -19% | -5% | 6
11 | COCCNC(=O)CN(C(=O)Cn1nnc2ccccc21)c1cccc(C)c1C | 4% | 7%[57.1 µM] | -3% | 8% | -1% | 12% | 16% | 7% | -3
12 | CC(=O)Nc1ccc(S(=O)(=O)NCC(=O)N2CCN(S(=O)(=O)c3cccs3)CC2)cc1 | 14% | -13% | -7% | 11% | 8% | 0% | -4% | 0% | -11
13 | COc1ccc(CCNC(=O)CCCOc2ccc(C)cc2)cc1OC | 6% | -1% | -2% | ? | 3% | 8% | -13% | -4% | -2
14 | CCn1c(=O)c(C(C)=O)c(O)c2ccccc21 | 7%[57.1 µM] | 8%[57.1 µM] | -5% | 22% | 2% | 25% | 1% | 0% | -1
15 | Cc1csc(NC(=O)CSCc2c(C)noc2C)n1 | 5% | -5%[57.1 µM] | -9% | -5% | 0% | -5% | -7% | 0% | -6
16 | COc1ccccc1C1C(C(=O)Nc2ccccc2)=C(C)Nc2nc(-c3ccccc3)nn21 (stereo not given) | 17% | 1% | -21% | 14% | -4% | 2% | 0% | 1% | 0
17 | CC(=O)N1CCN(S(=O)(=O)c2cccc(C(=O)NCc3ccc(F)cc3)c2)CC1 | 10% | 1% | -9% | 9% | -2% | -2% | 8% | -2% | -8
18 | O=S(=O)(c1ccc(Cl)cc1)N1CCN(c2ncccn2)CC1 | 5% | 9%[57.1 µM] | -23% | 16% | -3% | -6% | -4% | -4% | -4
19 | Cc1ccccc1CCNC(=O)c1ccc(Cn2c(=O)c3cccn3c3cccnc32)cc1 | 103%[activator] | 193%[activator] | -16% | ? | ? | 1% | ? | 4% | -1
20 | CCOc1ccc(CCNC(=O)COC(=O)C2CCN(S(=O)(=O)c3ccccc3)CC2)cc1OCC | -4% | -11% | -1% | 7% | 1% | 4% | -13% | -4% | -1
21 | O=C(Nc1cccc(N2C(=O)C3CCCCC3C2=O)c1)c1ccccc1 (stereo not given) | 5% | -4% | -16% | -13% | 1% | 6% | -4% | 1% | -3
22 | CSCCC(=O)N1CCN(CC(=O)N2CCCC2)CC1 | -6% | -3% | -2% | -3% | 2% | -8% | 7% | -5% | -7
23 | C1CCCCCC(=NNc2nn[nH]n2)CCCCC1 | 19%[57.1 µM] | 4%[57.1 µM] | -14% | ? | 2% | 1% | 3% | -2% | -10
24 | CCn1c(/C=C/c2c(C)n(CC)c3ccccc23)nc2ccccc2c1=O | 0% | 0% | -13% | -12% | 0% | 5% | -10% | -3% | -12
25 | COc1ccc(-n2c(=O)c3c4c(sc3n(CC(=O)NCc3ccco3)c2=O)CCC4)c(OC)c1 | -10% | 4% | -11% | -2% | -1% | 0% | -3% | -3% | -3
26 | CCCS(=O)(=O)N1CCCC(C(=O)Nc2ccc3c(c2)CCC3)C1 (stereo not given) | -15% | -8% | -19% | -38% | 1% | 8% | 2% | 0% | -2
27 | O=C(Nc1cc(S(=O)(=O)N2CCOCC2)ccc1N1CCCCC1)c1cc(-c2ccccn2)nc2ccccc12 | -17%[57.1 µM] | -4%[57.1 µM] | -10% | ? | -6% | -8% | 2% | ? | -15
28 | C=CCN(Cc1nc(-c2ccccc2)no1)C(=O)c1ccc2c(c1)OCO2 | 16% | -1% | -29% | 2% | 3% | -3% | -16% | -4% | -3
29 | COc1cccc(-n2c(-c3ccccc3F)nc3c(cnn3-c3ccc(C)cc3)c2=O)c1 | 18% | 2% | -9% | -44% | 0% | -8% | -2% | -1% | 6
30 | COc1ccccc1-c1noc2c1C(=O)NCC2 | nt | nt | -25% | nt | 0% | -3% | 1% | -5% | -11
31 | O=C(Cc1c(F)cccc1Cl)Nc1ccccc1C(=O)N1CCCCC1 | 17% | 3% | -8% | -5% | 0% | 3% | 1% | -3% | -5
32 | COc1cccc(N2CCN(S(=O)(=O)c3ccc4c(c3)CCCN4C(C)=O)CC2)c1 | 14%[57.1 µM] | 5%[57.1 µM] | -10% | 10% | 0% | 0% | -3% | -3% | 0
33 | Cc1c(NC(=S)N2CCN(c3ccc(F)cc3)CC2)c(=O)n(-c2ccccc2)n1C | 21% | 9% | -16% | 4% | -4% | 0% | 1% | -4% | 1
34 | O=C(CSc1nnc(C2CC2)n1-c1ccccc1)N1CCNC1=O | 17% | 9% | -14% | -10% | -6% | 19% | -18% | -3% | 0
35 | CCc1cccc(NC(=O)c2snc3c(=O)[nH]cnc23)c1 | 16% | 6% | -14% | -15% | -1% | 0% | -3% | 2% | -7
36 | Cc1c(C)c(C)c(S(=O)(=O)NCCc2ccncc2)c(C)c1C | 8%[57.1 µM] | 13%[57.1 µM] | -15% | -34% | 2% | 13% | 14% | -3% | -7
37 | Fc1ccc(N2CCN(Cc3nnc(-c4ccccc4Cl)o3)CC2)cc1 | 7% | 0% | 5% | 25% | 3% | 0% | 1% | 0% | -12
38 | CN(C)c1nc(Cl)nc(N(C#N)CCOc2ccccc2)n1 | 17% | -4% | -3% | 29% | -5% | 0% | -5% | 0% | 0
39 | O=C(NC1CC1)C1=C[C@H](c2ccc(C(F)(F)F)cc2)C[C@H](OCc2ccc(CO)cc2)O1 | 9%[57.1 µM] | -4% | ? | 24% | 4% | 3% | 7% | -7% | -1
40 | CN(c1cc(=O)n2ccccc2n1)C1CCCCC1 | -10% | -8% | -1% | 12% | 1% | 9% | nt | -4% | -2
41 | NC1=NCC(O)=C1c1nc2ccccc2[nH]1 | -1%[57.1 µM] | 1% | 3% | 3% | -2% | -2% | 5% | 2% | -10
42 | Cc1c(Cl)cccc1NC(=O)CCCCCN1C(=O)CCC1=O | 13% | -7%[57.1 µM] | -10% | -15% | -12% | 7% | 5% | 0% | -4
43 | Cc1cc(C)nc(SCC(=O)OCC(=O)Nc2nc3ccccc3s2)n1 | 4%[57.1 µM] | 9%[57.1 µM] | -8% | -20% | -4% | 5% | -3% | -2% | -4
44 | Cc1cc(C(=O)N2CC=C(c3ccccc3)CC2)c2ccccc2n1 | 15% | 3% | -18% | -25% | -42% | 0% | -6% | -3% | 0
45 | O=C(CSCCO)Nc1ccc([N+](=O)[O-])cc1 | 22%[57.1 µM] | -5% | ? | -26% | -1% | -1% | 12% | 2% | -2
46 | Nc1nc2ccc([N+](=O)[O-])cc2[nH]1 | 5%[2.29 µM] | -6%[57.1 µM] | -10% | 7% | -1% | -9% | 0% | -4% | -3
47 | Cc1cnc(NC(=O)CC(C)c2ccccc2)s1 (stereo not given) | 8% | -3% | -21% | -11%[56.9 µM] | ? | 5% | 14% | 3% | 4
48 | O=S(=O)(NC1CCCC1)c1ccccc1Cl | 6% | 0% | -22% | -1% | 0% | 8% | -2% | -5% | -2
49 | O=C(Nc1ccc(F)cc1)Nc1ccc(NC(=O)c2ccccc2O)cc1 | 36% | 31%[activator][57.1 µM] | 1% | -16% | 0% | 16% | -8% | -6% | -8

Not all compounds are listed (hit frequency here may not be typical).
